NSD2 block: inhibitors of human NSD2 methyltransferase | O96028 | NSD2-SET H3K36me1 DELFIA fluorescence, biochemical | inhibition, % at 12.5 µM | hit rate 0.07% among 44,000 | AID 624260; in the data active means inhibition above about 54%, passing the limit was not always enough; inconclusive means no clear call, values can overlap the other calls;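 further: inhibitors reduce the monomethyl H3K36 fluorescence signal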
Active calls of the source: *; ? = inconclusive; & = joins results of further samples. Some of the compounds tested; the hit share may differ from the screen's.

SMILES | NSD2 block
CC(C)C#Cc1cnc2c(c1)C(=O)N([C@@H](C)CO)C[C@H](C)[C@@H](CN(C)C(=O)Nc1ccc(F)cc1)O2 | -3
C[C@H](CO)N1C[C@H](C)[C@H](CN(C)Cc2ccncc2)Oc2ncc(C#Cc3cccnc3)cc2C1=O | -6
C[C@H](O)C#Cc1ccc2c(c1)O[C@H](CN(C)C(=O)Nc1ccccc1)[C@@H](C)CN([C@H](C)CO)S2(=O)=O | 3
C[C@H]1CN([C@@H](C)CO)C(=O)Cc2cc(NC(=O)NC3CCCCC3)ccc2O[C@@H]1CN(C)Cc1ccc(C(F)(F)F)cc1 | -10
Cc1cc(C)cc(N2C(=O)CS(=O)(=O)C2c2ccccc2)c1 (centres undefined) | -4
CS(=O)(=O)Nc1ccc2c(c1)[C@H]1C[C@@H](CC(=O)NCc3cc(F)ccc3F)O[C@H](CO)[C@H]1O2 | 2
Cc1ccc(S(=O)(=O)N(C)C[C@@H]2OCCCC[C@H](C)Oc3ccc(NS(=O)(=O)c4cccs4)cc3C(=O)N([C@H](C)CO)C[C@H]2C)cc1 | -6
CC(=O)N(C)C[C@H]1OCc2ccccc2-c2ccccc2C(=O)N([C@@H](C)CO)C[C@@H]1C | 16
COc1ccc(NC(=O)N(C)C[C@H]2Oc3ncc(C#CCC(C)C)cc3C(=O)N([C@@H](C)CO)C[C@@H]2C)cc1 | 4
C[C@H]1CN([C@@H](C)CO)C(=O)Cc2cc(NC(=O)NC3CCCCC3)ccc2O[C@@H]1CN(C)CC1CC1 | 3
COc1ccccc1-c1ccc2c(c1)O[C@@H](CN(C)S(=O)(=O)c1ccc(C)cc1)[C@H](C)CN([C@H](C)CO)S2(=O)=O | -68
C(=C\c1ccccc1)/C=N/N1CCN(Cc2cccc3ccccc23)CC1 | 4
CC(C)NC(=O)N(C)C[C@@H]1Oc2c(NC(=O)C3CCCCC3)cccc2C(=O)N([C@H](C)CO)C[C@@H]1C | 5
C[C@H]1CN([C@@H](C)CO)C(=O)c2cc(NS(=O)(=O)c3cccs3)ccc2O[C@@H]1CN(C)S(=O)(=O)c1cccs1 | -2
C[C@@H]1CN([C@@H](C)CO)C(=O)c2cc(NS(=O)(=O)c3ccccc3)ccc2O[C@@H](C)CCCCO[C@@H]1CN(C)S(=O)(=O)c1ccccc1 | -8
C[C@@H]1CN([C@@H](C)CO)C(=O)Cc2cc(NC(=O)CCCCCC(=O)Nc3ccccc3N)ccc2O[C@@H]1CN(C)S(=O)(=O)c1ccc(Cl)cc1 | -2
C[C@@H]1CCCCO[C@@H](CN(C)Cc2ccc3c(c2)OCO3)[C@H](C)CN([C@@H](C)CO)C(=O)c2cc(NS(=O)(=O)c3ccccc3)ccc2O1 | -3
CNC[C@H]1Oc2c(NC(=O)NC3CCCCC3)cccc2C(=O)N([C@H](C)CO)C[C@@H]1C | 1
Cc1noc(C)c1S(=O)(=O)N(C)C[C@H]1Oc2ccc(NC(=O)Cc3ccccc3)cc2CC(=O)N([C@@H](C)CO)C[C@H]1C | 7
C[C@@H]1CN([C@H](C)CO)C(=O)c2cc(NC(=O)C3CC3)ccc2O[C@@H]1CN(C)C(=O)Nc1ccc2c(c1)OCO2 | 4
C[C@H]1CN([C@@H](C)CO)C(=O)c2cc(-c3cccc(F)c3)cnc2O[C@@H]1CN(C)Cc1ccncc1 | 1
CC(=O)N(C)C[C@@H]1Oc2cc(C#CC3CCCCC3)ccc2S(=O)(=O)N([C@@H](C)CO)C[C@@H]1C | -4
C[C@@H]1CN([C@@H](C)CO)C(=O)Cc2cc(NC(=O)c3ccncc3)ccc2O[C@H]1CN(C)S(C)(=O)=O | -1
CN(C)CCCCNC(=O)[C@@H]1C[C@@H]2C(=O)NCC(=O)N2[C@@H]1c1ccc(O)cc1 | -7
C[C@@H]1CCCCO[C@H](CN(C)S(=O)(=O)c2ccc(Cl)cc2)[C@H](C)CN([C@H](C)CO)C(=O)c2cc(NS(=O)(=O)c3ccccc3)ccc2O1 | -5
SMILES | NSD2 block
C[C@H](CO)N1C[C@H](C)[C@H](CN(C)Cc2ccncc2)Oc2ncc(C3=CCCCC3)cc2C1=O | 2
COC(=O)CCCCCCC(=O)N/N=C/c1ccc(C(F)(F)F)cc1 | -3
O=C(C[C@@H]1C[C@H]2c3cc(NC(=O)C4CCC4)ccc3O[C@H]2[C@H](CO)O1)NCc1ccc(-c2ccccc2)cc1 | 0
Cc1ccc(S(=O)(=O)Nc2ccc3c(c2)CC(=O)N([C@@H](C)CO)C[C@H](C)[C@H](CN(C)C(=O)Nc2ccc4c(c2)OCO4)O3)cc1 | -6
COc1ccc(S(=O)(=O)N(C)C[C@@H]2OCCCC[C@H](C)Oc3ccc(NS(=O)(=O)c4ccc(Cl)cc4)cc3C(=O)N([C@H](C)CO)C[C@@H]2C)cc1 | 6
c1ccc(N2CCN(CCCOc3ccc4c(c3)OCO4)CC2)cc1 | -5
COc1ccc(C#Cc2ccc3c(c2)[C@]2(C(=O)N3)[C@H](C(N)=O)[C@H]3C(=O)O[C@H](c4ccccc4)[C@H](c4ccccc4)N3[C@@H]2c2ccccc2OCCO)cc1 | -1
COc1ccc(NC(=O)N(C)C[C@@H]2Oc3ccc(NC(=O)NC(C)C)cc3CC(=O)N([C@H](C)CO)C[C@H]2C)cc1 | -4
Cc1noc(C)c1NC(=O)Nc1ccc2c(c1)C(=O)N([C@H](C)CO)C[C@H](C)[C@@H](CN(C)Cc1ccccc1)OCCCC[C@H](C)O2 | 2
Cc1noc(C)c1NC(=O)Nc1ccc2c(c1)C(=O)N([C@@H](C)CO)C[C@H](C)[C@@H](CN(C)C(=O)NC1CCCCC1)OCCCC[C@H](C)O2 | 0
CC(C)NC(=O)Nc1cccc2c1O[C@H](CN(C)C(=O)Nc1ccccc1)[C@H](C)CN([C@@H](C)CO)C2=O | 2
C[C@H](CO)N1C[C@H](C)[C@H](CN(C)C(=O)CN2CCOCC2)Oc2cc(C#Cc3cccc(F)c3)ccc2S1(=O)=O | -7
C[C@H]1CN([C@@H](C)CO)S(=O)(=O)c2ccc(-c3ccc(C(=O)N(C)C)cc3)cc2O[C@@H]1CN(C)C(=O)Cc1ccccn1 | 3
CC(C)NC(=O)N(C)C[C@H]1Oc2ccc(NC(=O)Cc3ccccc3)cc2CC(=O)N([C@@H](C)CO)C[C@@H]1C | 0
C[C@@H]1CN([C@H](C)CO)C(=O)c2cc(NS(=O)(=O)c3cn(C)cn3)ccc2O[C@@H](C)CCCCO[C@@H]1CN(C)CC1CC1 | 3
CCC(=O)N(C)C[C@H]1Oc2cc(C#Cc3ccccn3)ccc2S(=O)(=O)N([C@@H](C)CO)C[C@@H]1C | -2
Cc1ccc(S(=O)(=O)Nc2ccc3c(c2)C(=O)N([C@@H](C)CO)C[C@H](C)[C@@H](CN(C)C)O3)cc1 | -4
C[C@@H]1CN([C@H](C)CO)S(=O)(=O)c2ccc(C#CC3CC3)cc2O[C@@H]1CN(C)C(=O)CN(C)C | -1
COc1ccc(S(=O)(=O)Nc2ccc3c(c2)CC(=O)N([C@H](C)CO)C[C@@H](C)[C@H](CN(C)Cc2ccc(Cl)c(Cl)c2)O3)cc1 | -10
COC(=O)C[C@H]1C[C@H]2c3cc(NC(=O)C4CCC4)ccc3O[C@H]2[C@@H](CO)O1 | 7
CCC(=O)N(C)C[C@@H]1Oc2ncc(C#CCC3CCCC3)cc2C(=O)N([C@H](C)CO)C[C@H]1C | ?
C[C@H]1CN([C@@H](C)CO)C(=O)c2cc(NS(=O)(=O)c3ccccc3)ccc2O[C@@H]1CN(C)Cc1ccc(C(=O)O)cc1 | 29
C[C@H](CO)N1C[C@H](C)[C@@H](CN(C)Cc2ccccc2)Oc2c(NC(=O)CCCCCC(=O)Nc3ccccc3N)cccc2C1=O | 1
CC(C)NC(=O)N(C)C[C@@H]1Oc2ccc(NC(=O)Nc3cccc4ccccc34)cc2CC(=O)N([C@@H](C)CO)C[C@@H]1C | -4
CC(C)NC(=O)N(C)C[C@H]1Oc2ncc(C#Cc3ccccc3F)cc2C(=O)N([C@@H](C)CO)C[C@@H]1C | -2

Entries above that have a thiophene ring, fused or not (2):
SMILES | NSD2 block
Cc1ccc(S(=O)(=O)N(C)C[C@@H]2OCCCC[C@H](C)Oc3ccc(NS(=O)(=O)c4cccs4)cc3C(=O)N([C@H](C)CO)C[C@H]2C)cc1 | -6
C[C@H]1CN([C@@H](C)CO)C(=O)c2cc(NS(=O)(=O)c3cccs3)ccc2O[C@@H]1CN(C)S(=O)(=O)c1cccs1 | -2

(list continues)
SMILES | NSD2 block
O=C(Cc1ccccc1)N[C@H]1CC[C@H](CC(=O)N2CCCCC2)O[C@@H]1CO | 11
C[C@@H]1CCCCO[C@H](CN(C)C(=O)Cc2ccccc2)[C@H](C)CN([C@@H](C)CO)C(=O)c2cc(NS(=O)(=O)c3ccc(Cl)cc3)ccc2O1 | -3
O=C(C[C@H]1C[C@H]2c3cc(NC(=O)CC4CC4)ccc3O[C@H]2[C@H](CO)O1)NCCc1ccccc1 | -1
C/C=C/c1cnc2c(c1)C(=O)N([C@H](C)CO)C[C@@H](C)[C@@H](CN(C)Cc1ccc3c(c1)OCO3)O2 | -1
Cc1noc(C)c1S(=O)(=O)Nc1ccc2c(c1)CC(=O)N([C@@H](C)CO)C[C@@H](C)[C@H](CN(C)S(=O)(=O)c1ccccc1)O2 | 0
O=C1CS(=O)(=O)C(c2cccc([N+](=O)[O-])c2)N1c1ccccc1 (centres undefined) | -5
C[C@H](CO)N1C[C@H](C)[C@H](CN(C)Cc2ccc(Cl)c(Cl)c2)Oc2ccc(NC(=O)Cc3ccccc3)cc2CC1=O | 2
C[C@@H]1CN([C@H](C)CO)C(=O)c2cc(NC(=O)C3CCCCC3)ccc2O[C@@H](C)CCCCO[C@H]1CN(C)C(=O)c1ccccc1 | 2
CC(C)CC#Cc1cnc2c(c1)C(=O)N([C@@H](C)CO)C[C@@H](C)[C@H](CN(C)C(=O)c1ccccc1F)O2 | -3
C[C@@H]1CN([C@@H](C)CO)C(=O)Cc2cc(NC(=O)Nc3ccccc3)ccc2O[C@H]1CN(C)Cc1ccccc1 | 3
C[C@H]1CCCCO[C@H](CN(C)Cc2ccc3c(c2)OCO3)[C@@H](C)CN([C@@H](C)CO)C(=O)c2cc(NC(=O)Nc3ccc4c(c3)OCO4)ccc2O1 | 10
C[C@H]1CN([C@@H](C)CO)C(=O)c2cccc(NC(=O)C3CCOCC3)c2O[C@@H]1CN(C)Cc1ccc(C(F)(F)F)cc1 | 10
COc1ccc(NC(=O)Nc2cccc3c2O[C@H](CN(C)S(=O)(=O)c2ccc(Cl)cc2)[C@@H](C)CN([C@@H](C)CO)C3=O)cc1 | -2
COc1cccc(S(=O)(=O)N[C@@H]2CC[C@H](CC(=O)NC3CCC3)O[C@H]2CO)c1 | 7
COCC(=O)Nc1ccc2c(c1)[C@@H]1C[C@@H](CC(=O)NCc3cccnc3)O[C@@H](CO)[C@@H]1O2 | 5
C[C@H]1CN([C@@H](C)CO)C(=O)Cc2cc(NC(=O)Cc3cn(C)c4ccccc34)ccc2O[C@@H]1CN(C)Cc1ccc(C(=O)Nc2ccccc2N)cc1 | -1
COc1ccc(NC(=O)N(C)C[C@H]2Oc3ccc(NC(=O)Nc4ccc(F)cc4)cc3C(=O)N([C@H](C)CO)C[C@@H]2C)cc1 | -3
Cc1noc(C)c1S(=O)(=O)N(C)C[C@H]1OCCCC[C@@H](C)Oc2ccc(NC(=O)c3ccccc3)cc2C(=O)N([C@@H](C)CO)C[C@H]1C | 5
C[C@@H]1CN([C@H](C)CO)C(=O)Cc2cc(NC(=O)CCN3CCOCC3)ccc2O[C@@H]1CN(C)C(=O)Nc1ccc(F)cc1 | 1
COCCOC(=O)N1C(=O)[C@@]2(c3ccccc31)[C@H](c1ccc(OCCO)cc1)N1[C@H](c3ccccc3)[C@H](c3ccccc3)OC(=O)[C@H]1[C@@H]2C(=O)N1CCN(c2ncccn2)CC1 | 0
O=C(N[C@@H]1C=C[C@@H](CC(=O)N2CCOCC2)O[C@@H]1CO)c1ccc2c(c1)OCO2 | -76
Cc1noc(C)c1S(=O)(=O)Nc1ccc2c(c1)C(=O)N([C@@H](C)CO)C[C@H](C)[C@@H](CN(C)C)OCCCC[C@H](C)O2 | 2
C[C@@H]1CN([C@@H](C)CO)C(=O)Cc2cc(NC(=O)Nc3ccccc3)ccc2O[C@H]1CN(C)S(=O)(=O)c1ccc(F)cc1 | -8
CC(C)CC#Cc1ccc2c(c1)O[C@@H](CN(C)C(=O)C1CCC1)[C@@H](C)CN([C@H](C)CO)S2(=O)=O | -5
[N-]=[N+]=NC[C@H](Cc1ccccc1)NC(=O)Nc1ccccc1 | 4&-5
COc1cc(/C=C/CO)ccc1O[C@@H]1O[C@H](CO)[C@@H](O)[C@H](O)[C@H]1O | -3
N#CC(OC1OC(COC2OCC(OC(=O)/C=C/c3ccc(OC4OC(CO)C(O)C(O)C4O)cc3)C(O)C2O)C(O)C(O)C1O)c1ccccc1 (centres undefined) | 30
C[C@@H]1CN([C@H](C)CO)C(=O)Cc2cc(NC(=O)Nc3ccc(C(F)(F)F)cc3)ccc2O[C@H]1CN(C)Cc1ccncc1 | -4

Reformatted with each value named: entries from further up
> C[C@@H]1CN([C@@H](C)CO)C(=O)Cc2cc(NC(=O)Nc3ccccc3)ccc2O[C@H]1CN(C)Cc1ccccc1
  NSD2 block = 3
> N#CC(OC1OC(COC2OCC(OC(=O)/C=C/c3ccc(OC4OC(CO)C(O)C(O)C4O)cc3)C(O)C2O)C(O)C(O)C1O)c1ccccc1 (centres undefined)
  NSD2 block = 30
> [N-]=[N+]=NC[C@H](Cc1ccccc1)NC(=O)Nc1ccccc1
  NSD2 block = 4&-5
> O=C(C[C@H]1C[C@H]2c3cc(NC(=O)CC4CC4)ccc3O[C@H]2[C@H](CO)O1)NCCc1ccccc1
  NSD2 block = -1

Compound activity as filed in PubChem.
